# Bioassay records as filed in PubChem BioAssay.
# PhoP GFP inhibition: PhoP regulon inhibitors, Salmonella typhi PhoP promoter GFP reporter, confirmatory (AID 1850). inhibition, % at 50 µM, or IC50 in µM where a hit was titrated. 310,000 compounds, 0.33% hits. Salmonella Typhi PhoP-promoter GFP reporter, fluorescence, 4 h; higher % means a stronger effect; in the data active = a potency from the dose series; inconclusive = inhibition mostly from about 25% at the one dose, without a potency; inactive = the rest, 99 in 100 with inhibition below about 19%;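 note: 0% = induced wells with vehicle and 100% = uninduced wells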
# VEEV TC-83 Vero: inhibitors of VEEV TC-83 cytopathic effect, confirmation, Vero cells (AID 588727); 350,000 compounds, 0.13% hits; inhibition, % at 20 µM; hits with a dose series show IC50 in µM; Vero cells, VEEV TC-83 cytopathic effect inhibition; higher % means a stronger effect; in the data active = a potency from the dose series; inconclusive = inhibition mostly from about 14% at the one dose, without a potency; inactive = the rest, 99 in 100 with inhibition below about 12%; note: strong numbers were not always called active
# M. tuberculosis HTS: M. tuberculosis growth inhibition, HTS (AID 449762); M. tuberculosis H37Rv growth inhibition, 7H9 media; higher % means a stronger effect; inhibition, % at 25 µM; hits with a dose series show IC50 in µM; 330,000 compounds, 0.59% hits; in the data active = a potency from the dose series; inconclusive = inhibition above about 70% without an active follow-up result;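 note: bacterial growth assessed after seven days of incubation; strong numbers were not always called active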
# H1N1 NS1A inhibition: H1N1 influenza NS1A inhibitors, functional cell based assay (AID 504329) | NS1A functional cell-based assay, percent inhibition; higher % means a stronger effect | 340,000 compounds, 0.3% hits | inhibition, % at 12.5 µM, or IC50 in µM where a hit was titrated; in the data active = a potency from the dose series; inconclusive = inhibition above about 27% without an active follow-up result; note: strong numbers were not always called active
# M. tuberculosis: growth inhibition of non-replicating M. tuberculosis (AID 488890). one-dose inhibition, % at 25 µM; IC50 in µM for titrated hits. 320,000 compounds, 0.39% hits. Mycobacterium tuberculosis non-replicating, growth inhibition; higher % means a stronger effect; in the data active = a potency from the dose series; inconclusive = inhibition mostly from about 82% at the one dose, without a potency; inactive = the rest, 99 in 100 with inhibition below about 76%;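 note: plate controls were DMSO cells for no effect and high antibiotic wells for full effect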
# VEEV TC-83 Vero 10K pilot screen: recorded beside VEEV TC-83 Vero, whose call it bears; inhibition, %; measured here: 10K pilot screen inhibition
# * hit, by the source's call; i = inactive; ? = inconclusive; nt = no result given; & = joins results of further samples.
# A first look, 3 compounds:
SMILES,PhoP GFP inhibition,VEEV TC-83 Vero,M. tuberculosis HTS,H1N1 NS1A inhibition,M. tuberculosis,others
CCN(CC)CCCN1CC(=O)N2[C@@H](Cc3c([nH]c4ccccc34)C2(C)C)C1=O,0.9%,i,3.3%,-6.6%,-1.8%,
COC(=O)[C@H](C)NC(=O)Nc1ccc(C)c(C)c1,-5.0%,0.9%,0.5%,-3.2%,7.0%,
Cc1cccc(N2C(=O)C3C4CC(=O)C(c5ccccc54)C3C2=O)c1C (centres undefined),-7.2%,2.0%,-5.1%,-6.9%,15.4%,

# Results, from the first entry:
SMILES,PhoP GFP inhibition,VEEV TC-83 Vero,M. tuberculosis HTS,H1N1 NS1A inhibition,M. tuberculosis,others
CCN(CC)CCCN1CC(=O)N2[C@@H](Cc3c([nH]c4ccccc34)C2(C)C)C1=O,0.9%,i,3.3%,-6.6%,-1.8%,
COC(=O)[C@H](C)NC(=O)Nc1ccc(C)c(C)c1,-5.0%,0.9%,0.5%,-3.2%,7.0%,
Cc1cccc(N2C(=O)C3C4CC(=O)C(c5ccccc54)C3C2=O)c1C (centres undefined),-7.2%,2.0%,-5.1%,-6.9%,15.4%,
COc1ccc(-c2cc(C(=O)Nc3cc(OC)cc(C(=O)Nc4cccc(C(F)(F)F)c4)c3)[nH]n2)cc1,-39.4%,0.3%&1.2%,-0.8%,6.6%,-1.8%,VEEV TC-83 Vero 10K pilot screen=0.7
N#CCOc1coc(CN2CCN(c3cccc(Cl)c3)CC2)cc1=O,3.1%,i,-0.6%,-2.5%,1.3%,
[N-]=[N+]=NCCN1CCN(CCc2ccccc2)CCC1=O,-1.4%,0.5%,3.6%,-4.3%,3.6%,
Cc1ccc(S(=O)(=O)NCc2ccc(/C=C(/C#N)C(=O)NCc3ccccc3)o2)cc1,-12.0%,0.7%,4.7%,-2.5%,15.6%,
O=C(CNC1CCCCCC1)Nc1ccccc1N1CCOCC1,2.8%,2.9%,2.3%,-10.5%,1.4%,
O=C(O)c1cc(/C=N\O)ccc1OCc1ccccc1,-17.6%,5.7%,-0.7%,0.3%,-3.9%,
CN(C)c1ccc(/C=C(\C#N)C(=O)c2ccccc2)cc1,-38.6%,3.5%,3.7%,14.2%,12.8%,
COc1ccc(-c2nn(CCC#N)cc2C(=O)NCc2ccccc2)cc1OC,-2.9%,1.2%,-2.9%,-1.7%,0.7%,
CCc1oc(C(=O)O)cc1CN(CC)CC,11.2%,i,-7.0%,-1.7%,-5.3%,
CC(C)c1cc(NCCN2CCOCC2)n2c(nc3ccccc32)c1C#N,nt,0.2%,nt,-10.5%,nt,
CC(C)c1ccc(-c2nc(N3CCCCCC3)nc3n[nH]c(N)c23)cc1,-3.3%,i,-5.4%,1.2%,16.2%,
COc1cccc(CN(C)C(=O)c2ccc(Cl)c(S(=O)(=O)N3CCCCCC3)c2)c1OC,nt,1.4%,nt,-1.2%,nt,
O=C(/C=C/c1ccccc1)COC(=O)c1ccccc1,nt,1.5%,nt,-15.8%,nt,
O=C(NCCc1ccccc1)c1ccc2c(c1)S(=O)(=O)c1ccccc1C2=O,-5.2%,7.7%,0.3%,4.3%,-19.9%,
O=C(COc1ccc(Br)cc1)NNC(=O)c1ccc(-n2cncn2)c([N+](=O)[O-])c1,nt,0.4%,-13.1%,0.6%,5.7%,
COc1ccc(/C=C/C(=O)NCC(=O)N/N=C/c2ccc(OC)cc2)cc1,-6.1%,0.7%,2.7%,12.7%,31.6%,
Clc1ccc(Cn2ncc3c(N4CCCCC4)ncnc32)cc1,21.6%,9.6%,9.7%,6.9%,21.6%,
COc1ccc(OC)c(C2C(C(C)=O)=C(O)C(=O)N2c2ccc(O)cc2)c1 (centres undefined),-12.0%,0.1%,-2.2%,-6.7%,-11.1%,
O=C(Nc1ccc(OCc2ccccc2)cc1)c1cccs1,5.2%,2.1%,-4.9%,1.2%,25.6%,
COc1ccc(C2OC3=C(Nc4cc(C)c(C)cc4N3)C2=O)cc1 (centres undefined),-12.9%,0.5%,3.0%,-3.4%,-15.3%,
CC(C)Nc1nc(NC(N)=S)nc(NC(C)C)n1,-8.5%,3.1%,-1.1%,5.8%,-4.4%,
CCOC(=O)NC(=O)CSc1nnnn1-c1ccc(Cl)cc1,-14.6%,i,-4.6%,0.0%,72.5%,

# Other results:
SMILES,PhoP GFP inhibition,VEEV TC-83 Vero,M. tuberculosis HTS,H1N1 NS1A inhibition,M. tuberculosis,others
Cc1c(C(=O)N(C)C2CC(C)(C)NC(C)(C)C2)oc2c(F)cccc12,-3.3%,0.3%,2.0%,-12.2%,-6.9%,
CC(C)(C)C(=O)Cn1ncc(N2CCOCC2)c(Cl)c1=O,-10.4%,1.0%,5.9%,1.5%,-12.7%,
Cc1cc(C)c(-c2cc(NC(=O)COC(=O)c3ccc(C#N)cc3)n(-c3ccccc3)n2)cc1C,-5.3%,1.2%,5.9%,3.1%,8.4%,
Cc1cccc(NC(=O)CN2C(=O)S/C(=C\C(=O)Nc3ccc(Cl)cc3)C2=O)c1,-1.5%,i,2.6%,-8.5%,-7.7%,
C=CCC1(CC=C)CCCN1C(=O)c1cc(COc2cccc(C(F)(F)F)c2)on1,-3.5%,2.2%,-7.4%,0.8%,1.9%,
O=C(O)/C(=C\C(=O)c1ccccc1)Nc1ccccc1,39.4µM*,nt,-3.9%,nt,2.2%,
CCN=C1S/C(=C\c2cc(Br)ccc2OCC(=O)OCC)C(=O)N1CC,-3.3%,7.4%,1.4%,-8.5%,78.0%,
O=S(=O)(c1ccc(F)cc1)n1ccc(-c2cccc(OCc3ccc(Cl)cc3Cl)c2)n1,7.2%,3.5%,13.9%,1.4%,-8.5%,VEEV TC-83 Vero 10K pilot screen=2.5
COc1ccc(OC)c(N(CC(=O)NC2CC3CCC2C3)S(=O)(=O)c2ccccc2)c1 (centres undefined),0.3%,0.8%,-0.9%,6.3%,2.1%,
CNc1c(NS(=O)(=O)c2ccc(OC)cc2)c(=O)oc2ccccc12,8.3%,i,1.2%,9.4%,-7.3%,
CCn1c(SCc2ccc(C(=O)OC)o2)nc2sc3c(c2c1=O)CCCC3,-2.4%,i,-2.9%,-5.2%,12.8%,
CC1Cn2c(nc3sc4c(c3c2=O)CCC4)N1CCO (centres undefined),6.5%,3.1%,3.7%,4.2%,-8.3%,
COc1ccccc1OCC(=O)NCCCN1CCOCC1,6.9%,1.3%,-3.8%,-4.0%,2.1%,
O=C(CN1C(=O)CSc2ccc(C(F)(F)F)cc21)Nc1ccccc1,-7.7%,1.3%,1.4%,1.1%,7.9%,
CN(C(=O)c1ccccc1OCc1ccc(Cl)cc1)c1ccccc1,-1.7%,1.8%,9.9%,17.8%,22.2%,
O=C(NCc1cccnc1)c1ccccc1NC(=O)c1c(F)cccc1F,-0.7%,2.7%,3.6%,7.2%,-7.1%,
COc1ccccc1NC(=O)CSC1CC(=O)N(c2ccc3c(c2)OCO3)C1=O (centres undefined),36.3%,i,4.6%,-4.9%,23.6%,
FC(F)(F)c1ccnc(Oc2ccc(C3=NCCS3)cc2)c1,-14.5%,i,13.7%,-24.5%,37.4%,
COc1ccc2c(c1)CCCC21NC(=O)N(CC(=O)N2CC(C)OC(C)C2)C1=O (centres undefined),nt,i,-4.3%,-0.6%,1.6%,
CCOC(=O)C1CCN(S(=O)(=O)c2ccc3c(c2)CC(=O)N3)CC1,-3.5%,0.9%,1.9%,-4.4%,10.8%,
CC1CCN(S(=O)(=O)c2cn(CC(=O)Nc3ccc(C#N)cc3)cn2)CC1,2.6%,0.5%,6.8%,-0.1%,9.7%,
CC(=O)Nc1ccc2c(c1)-c1ccc(F)cc1C2,nt,5.2%,nt,-0.2%,nt,
Cc1ccc(C(=O)OCC(=O)c2ccc(CC(=O)N3CCOCC3)s2)c(C)c1,nt,7.6%,nt,-0.5%,nt,
O=C(Cc1ccc([N+](=O)[O-])cc1)Nc1cccc(C(F)(F)F)c1,3.6%,0.7%,?,1.7%,45.6%,
CN1C(=O)N(CC(=O)NCc2ccc(Cl)cc2Cl)C(=O)C12CCCCC2,nt,5.0%,0.0%,-16.8%,13.9%,

# A draw from above in order of molar mass, descending:
SMILES,PhoP GFP inhibition,VEEV TC-83 Vero,M. tuberculosis HTS,H1N1 NS1A inhibition,M. tuberculosis,others
Cc1cccc(NC(=O)CN2C(=O)S/C(=C\C(=O)Nc3ccc(Cl)cc3)C2=O)c1,-1.5%,i,2.6%,-8.5%,-7.7%,
Cc1ccc(C(=O)OCC(=O)c2ccc(CC(=O)N3CCOCC3)s2)c(C)c1,nt,7.6%,nt,-0.5%,nt,
FC(F)(F)c1ccnc(Oc2ccc(C3=NCCS3)cc2)c1,-14.5%,i,13.7%,-24.5%,37.4%,

# The listing continues.
SMILES,PhoP GFP inhibition,VEEV TC-83 Vero,M. tuberculosis HTS,H1N1 NS1A inhibition,M. tuberculosis,others
CC(=O)Nc1ccc(S(=O)(=O)N2CCC(C(=O)NCc3cccnc3)CC2)cc1,-7.2%,1.8%,-8.2%,-4.1%,-18.1%,
O=C(NCCCCO)c1ccc2c3c(cccc13)CC2,7.5%,0.7%,4.3%,3.3%,72.4%,
Cc1ccc(NC(=O)CCC(=O)OCC(=O)c2ccc(Oc3ccc([N+](=O)[O-])cc3)cc2)cc1,-12.3%,0.1%,1.1%,5.5%,19.4%,
Cc1ccccc1NC(=O)Cc1nc(COC(=O)CSc2ccccc2)cs1,0.1%,5.3%,2.6%,29.3%,76.3%,
Cc1ccccc1N=C(N)Nc1ccccc1C,nt,i,-0.9%,-24.8%,1.6%,
Cc1ccc(S(=O)(=O)c2c(C)cc(C)nc2Oc2cccc(C)c2C)cc1,8.9%,0.8%,-1.7%,-6.6%,6.3%,
CCOc1ccccc1NC(=O)N1CCCC(c2nc(-c3ccc(C)o3)no2)C1 (centres undefined),-3.4%,0.6%,11.1%,3.4%,28.5%,
COc1ccc(CCC(=O)Nc2ccc(Cl)c(S(=O)(=O)N3CCCC3)c2)cc1,15.1%,4.4%,2.4%,11.1%,26.3%,
CSCCC(NC(=O)c1ccccc1Cl)C(=O)Nc1cccc(S(=O)(=O)N2CCCC2)c1 (centres undefined),-2.7%,i,-3.3%,12.5%,1.3%,
O=C(O)c1ncn(Cc2ccc(Br)cc2)c1C(=O)O,14.7%,0.2%,-5.3%,1.8%,-13.9%,
O=C(Nc1ccc(S(=O)(=O)NC2=NCCCCC2)cc1)c1cccc(S(=O)(=O)N2CCOCC2)c1,nt,3.7%,-0.8%,-18.4%,9.9%,
COc1ccc(-c2cc(-c3cccs3)c(C#N)c(SCC(=O)NCc3ccccc3)n2)cc1,-1.3%,0.1%,-7.9%,-3.3%,-6.2%,
COc1cc(OC)c(S(=O)(=O)NCc2ccco2)cc1S(=O)(=O)NCc1ccco1,-8.6%,i,-8.1%,2.5%,3.2%,VEEV TC-83 Vero 10K pilot screen=0.1
O=C1c2ccccc2NC(c2ccccc2)N1/N=C/c1ccccc1 (centres undefined),-5.0%,0.7%,-4.6%,-1.4%,8.2%,
CCCn1c(SCC(=O)N2CCCCC2)nnc1C(C)C,-0.9%,1.8%,-3.2%,1.1%,-18.6%,
COc1nc(NCc2cccnc2)nc(OC)n1,2.4%,i,6.2%,11.9%,-9.3%,
CCC1CCCCN1C(=O)c1ccc([N+](=O)[O-])o1 (centres undefined),1.3%,i,?,4.0%,72.8%,
CCCCOC(=O)c1ccc(N2C(=O)CC(N3CCN(C/C=C/c4ccccc4)CC3)C2=O)cc1 (centres undefined),1.2%,i,-2.5%,2.8%,8.4%,
O=c1[nH]cnc2scc(-c3ccccc3)c12,-1.4%,3.2%,2.2%,4.8%,9.2%,
Cc1ccccc1OCCn1cc(/C(N)=N/O)c2ccccc21,-2.6%,0.6%,-4.4%,-14.3%,11.8%,
CCOc1cc(C(=O)NCc2ccc(F)cc2)ccc1OCC(=O)N1CCCCC1,nt,1.9%,1.9%,-5.2%,10.5%,
Cc1cc(C)cc(N(C(C)C(=O)NCc2ccc3c(c2)OCO3)S(C)(=O)=O)c1 (centres undefined),18.1%,0.0%,-2.6%,-6.9%,-14.4%,
O=C(CSc1nnc(COc2ccccc2)n1Cc1ccco1)Nc1ccc2c(c1)OCCO2,-11.4%,0.7%,4.5%,5.5%,1.3%,
Cc1cc[n+](CC2OCc3ccccc3CO2)cc1,-0.7%,0.3%,-4.3%,-9.4%,3.5%,
N#Cc1c(NC(=O)CN2CCCCC2)sc2c1CCC2,-5.1%,0.5%,0.4%,0.5%,2.6%,
Cc1ccc(S(=O)(=O)CC(=O)Nc2ccc(S(=O)(=O)Nc3ccccn3)cc2)cc1,5.7%,i,4.9%,-8.4%,12.3%,
CN(C(=O)CSc1nnc(Nc2ccccc2)s1)c1c(N)n(Cc2ccccc2)c(=O)[nH]c1=O,9.9%,1.5%,-4.3%,2.4%,13.9%,
